Myeloid diff MLP – promotes myeloid progenitor differentiation | ER-HoxA9 myeloid progenitors, lysozyme-GFP differentiation, flow cytometry | calls only at 10 µM | 360,000 tested, 1% active | AID 624256;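 active means normalized GFP-positive differentiation at or above the plate's own cutoff, the solvent-only control mean plus 3 SD; inconclusive means no clear call, values can overlap the other calls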;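 further: cells exposed to compound for four days before flow analysis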
MgcRacGAP inhibition – MgcRacGAP GTPase-activating activity inhibitors, confirmation, biochemical, ADP Hunter fluorescence | inhibition, % at 30 µM, or IC50 in µM where a hit was titrated | 340,000 tested, 0.6% active | MgcRacGAP-stimulated Rac1 GTP hydrolysis, ADP Hunter fluorescence; higher % means a stronger effect; GST-tagged Rac1 F28L mutant substrate;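 active means first-screen hits whose inhibition reached a set limit at any dose in the follow-up dose series; inconclusive means inhibition above the set first-screen limit but never retested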;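 further: fluorescence reports GDP produced by GAP-driven GTP hydrolysis; strong numbers were not always called active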
Myeloid diff MLP GFP+ MAC1+ % – further read-out of Myeloid diff MLP, marked with its call; GFP+ MAC1+ double positive, %; measured here: differentiation confirmed by MAC1 staining
An asterisk follows results filed as active; i = inactive; u = inconclusive; x = not tested or not shown; + = active, no number.

| Molecule | MgcRacGAP inhibition | Myeloid diff MLP GFP+ MAC1+ % | Myeloid diff MLP |
| --- | --- | --- | --- |
| O=C(C=Cc1ccco1)c1ccco1 | 5% | 0.6 | i |
| C[C@H]1NS(=O)(=O)c2ccc(Br)cc2O[C@H]1c1ccccc1 | 0% | 1.7 | i |
| Cc1ccc(Cc2c(-c3ccc(F)cc3)nc3ccc(Cl)cn23)cc1 | 17% | 0.3 | i |
| CC(=O)Nc1cc2c(cc1Br)-c1ccccc1C2 | 1% | 1.0 | i |
| Cc1cc(C)nc(NNS(=O)(=O)c2c(C)cc(C(C)(C)C)cc2C)n1 | 6% | 0.7 | i |
| COCC(=O)N(C)[C@H]1C[C@H]2c3cc(Oc4ccccc4C)ccc3CCN2C(=O)[C@H]1[C@H](C)O | 10% | 0.4 | i |
| CC(=O)Nc1ccc(C=Cc2ccc([N+](=O)[O-])cc2)cc1 | 9% | 0.5 | i |
| CC[C@@H]1C(c2ccccc2)=NN(c2ccc(Br)cc2)[C@H]1C(=O)N1CCOC1=O | 10% | 0.7 | i |
| CC(C)NS(=O)(=O)c1ccc(NC(=O)C(C)OC(=O)CCC2CCCCC2)cc1 (stereo unspecified) | 7% | 0.2 | i |
| Cc1cc(C)c(NC(=O)CSCc2c(C)noc2C)c(Cl)c1 | 7% | 0.9 | i |
| CN(C(=O)CSc1nnc(C(F)(F)F)n1C)c1c(N)n(Cc2ccccc2)c(=O)[nH]c1=O | 15% | 1.9 | i |
| Cc1ccc(S(=O)(=O)NN=C2C(=O)C3CCC2C3Cl)cc1 (stereo unspecified) | 5% | 0.6 | i |
| O=C(Nc1ccc(C(=O)N2CCCCC2)cc1)C1CCCC1 | -11% | 0.9 | i |
| CC1CCN(CC(=O)N(C)c2c(N)n(Cc3ccccc3)c(=O)[nH]c2=O)CC1 | -5% | 1.2* | + |
| CN1C(=O)c2ccccc2CC12c1ccccc1C(=O)N2C (stereo unspecified) | 9% | 0.6 | i |
| O=C(COC(=O)c1ccccn1)NCc1cccc(Cl)c1 | 5% | 1.2 | i |
| Cc1cccc(N2O[C@H]3C=CC2CCCC3)n1 | 7% | 2.5 | i |
| Cc1cc(NC(=O)Nc2cccc(Cl)c2)no1 | 15% | 2.3 | i |
| CC[C@]1(C(=O)OC)[C@H]2C(=O)N(Cc3ccccc3)C(=O)[C@H]2[C@H]2CN=C(SCC(=O)c3ccccc3)N21 | 3% | 0.7 | i |
| Cc1ccc(S(=O)(=O)N(CCC(=O)N2CCOCC2)c2ccccc2)cc1 | 4% | 0.4 | i |
| COc1cc(N)c2ncsc2c1 | 3% | 1.3 | i |
| Cc1ccc(OCc2cc(C(=O)N(C)Cc3cnn(C)c3)no2)cc1C | 12% | 0.7 | i |
| COc1ccc(CNc2cccnc2)c(OC)c1OC | -7% | 0.3 | i |
| Cc1ccc(S(=O)(=O)N2CCC[C@H]2C(=O)Oc2ccccc2)cc1 | 3% | 0.8 | i |

Just Myeloid diff MLP GFP+ MAC1+ % and Myeloid diff MLP, for 6 of the compounds above:
compound,Myeloid diff MLP GFP+ MAC1+ %,Myeloid diff MLP
CC[C@]1(C(=O)OC)[C@H]2C(=O)N(Cc3ccccc3)C(=O)[C@H]2[C@H]2CN=C(SCC(=O)c3ccccc3)N21,0.7,i
O=C(Nc1ccc(C(=O)N2CCCCC2)cc1)C1CCCC1,0.9,i
CN1C(=O)c2ccccc2CC12c1ccccc1C(=O)N2C (stereo unspecified),0.6,i
Cc1cc(NC(=O)Nc2cccc(Cl)c2)no1,2.3,i
Cc1ccc(S(=O)(=O)N(CCC(=O)N2CCOCC2)c2ccccc2)cc1,0.4,i
Cc1ccc(S(=O)(=O)N2CCC[C@H]2C(=O)Oc2ccccc2)cc1,0.8,i

Continued:
| Molecule | MgcRacGAP inhibition | Myeloid diff MLP GFP+ MAC1+ % | Myeloid diff MLP |
| --- | --- | --- | --- |
| O=C(NCCc1ccccc1)c1cccc(NC(=O)C2CCCCC2)c1 | 4% | 0.9 | i |
| CC[C@]12c3[nH]c4cc(-c5ccco5)ccc4c3CCN1C(=O)[C@@H](CC(=O)NCCCn1ccnc1)C[C@@H]2C(=O)N1CCN(C(=O)c2ccco2)CC1 | 8% | 2.0 | i |
| CC1CCCN(C(=O)CN2C(=O)NC3(CCCCC3C)C2=O)C1 (stereo unspecified) | 0% | 0.6 | i |
| C[C@@H]1CCCCO[C@H](CN(C)C(=O)c2ccccc2)[C@@H](C)CN([C@H](C)CO)C(=O)c2cc(NC(=O)c3ccncc3)ccc2O1 | 16% | 1.0 | i |
| COc1cc2c(cc1OC)CN(C1CCC(C(C)(C)C)CC1)CC2 (stereo unspecified) | 9% | 0.6 | i |
| COC(=O)[C@H](CC(C)C)NC(=O)Cn1cnc(C(=O)Nc2ccc(C)c(C)c2)n1 | 10% | 0.9 | i |
| CC(Oc1ccc(F)cc1)C(=O)Nc1cccc(S(=O)(=O)N(C)c2ccccc2)c1 (stereo unspecified) | 9% | 0.5 | i |
| CCOc1ccc(S(=O)(=O)N2CCN(C3CC(=O)N(c4cccc(C(C)=O)c4)C3=O)CC2)cc1 (stereo unspecified) | 2% | 0.4 | i |
| Cc1cccc(C)c1NC(=O)CN1CCN(C(=O)CCC(=O)N2CCC(c3ccccc3)=N2)CC1 | 10% | 0.6 | i |
| CCOC(=O)C1=C(COC(=O)c2ccc(Cl)c(S(=O)(=O)N3CCOCC3)c2)NC(=O)NC1C (stereo unspecified) | 0% | 1.0 | i |
| O=C(CCNC(=O)c1ccccc1Cl)NCC1COc2ccccc2O1 (stereo unspecified) | 3% | 0.3 | i |
| C[C@H](O)[C@@H]1C(=O)N2CCc3ccc(-c4ccccc4)cc3[C@@H]2C[C@@H]1N(C)C(=O)NC1CCCCC1 | 21% | 0.5 | i |
| CC1=C(C(=O)N(C(C)C)C(C)C)CC(CC(=O)NCCCCc2ccccc2)C(=O)N1Cc1ccccc1 (stereo unspecified) | 3% | 0.4 | i |
| C[C@@H]1CN([C@@H](C)CO)C(=O)CCCn2nncc2CO[C@H]1CN(C)C(=O)Nc1ccc(F)cc1 | -12% | 1.4 | i |
| CCN(c1ccc2c(c1)OCO2)S(=O)(=O)c1cc2c(cc1Br)CCN2C(=O)C1CC1 | 8% | 2.4 | i |
| O=C(O)c1cccc2cccc(-c3c4ccc(=O)c(O)c-4oc4c(O)c(O)ccc34)c12 | 13µM* | 0.3 | i |
| COC(=O)[C@H]1C[C@@]2(O)CN(S(=O)(=O)c3ccc(C)cc3)C[C@@]2(OC(=O)NCc2ccccc2F)C[C@H]1C(=O)OC | 14% | 3.3* | + |
| O=C(Nc1ccn(CCCNCc2ccccc2)c(=O)n1)OCc1ccccc1 | 9% | 0.9 | i |
| CCC1NC(=O)c2cccnc2-n2c1nc1ccc(C)cc1c2=O (stereo unspecified) | 12% | 0.6 | i |
| COc1ccc2ccc(OC)c(/C=N/NC(=O)c3cc4ccccc4o3)c2c1 | -6% | 0.7 | i |
| NC(=O)c1ccc(NC(=O)COC(=O)CCC2CCCC2)cc1 | 2% | 0.8 | i |
| CC(C)(C)CC(C)(C)N=C1Nc2ccccc2NC12C[C@H]1CCC(=O)N3CC[C@@H](C2)[C@@H]13 (stereo partly specified) | 8% | 1.5 | i |
| CCOC(=O)CCCCCC(=O)Nc1ccc2c(c1)C(=O)N([C@@H](C)CO)C[C@H](C)[C@H](CN(C)C(=O)Nc1ccc(C(F)(F)F)cc1)OCCCC[C@H](C)O2 | 14% | 0.2 | i |
| CN1C[C@H]2CON(C)[C@H]2C[C@H]1c1cccc(-c2ccccc2)c1 | 12% | 0.5 | i |

The final 4 entries of the section before are carried over, then new ones follow.
| Molecule | MgcRacGAP inhibition | Myeloid diff MLP GFP+ MAC1+ % | Myeloid diff MLP |
| --- | --- | --- | --- |
| NC(=O)c1ccc(NC(=O)COC(=O)CCC2CCCC2)cc1 | 2% | 0.8 | i |
| CC(C)(C)CC(C)(C)N=C1Nc2ccccc2NC12C[C@H]1CCC(=O)N3CC[C@@H](C2)[C@@H]13 (stereo partly specified) | 8% | 1.5 | i |
| CCOC(=O)CCCCCC(=O)Nc1ccc2c(c1)C(=O)N([C@@H](C)CO)C[C@H](C)[C@H](CN(C)C(=O)Nc1ccc(C(F)(F)F)cc1)OCCCC[C@H](C)O2 | 14% | 0.2 | i |
| CN1C[C@H]2CON(C)[C@H]2C[C@H]1c1cccc(-c2ccccc2)c1 | 12% | 0.5 | i |
| Cc1ccc(S(=O)(=O)N2CCN(C(=O)COC(=O)COc3ccccc3C(C)C)CC2)c(C)c1 | -7% | 0.6 | i |
| Cc1ccc(S(=O)(=O)N2CCCCC2)cc1NC(=O)Cn1cnc2c1c(=O)n(C)c(=O)n2C | 7% | 0.5 | i |
| Cc1nc(CN2CCN(S(=O)(=O)c3c(Cl)cc(Br)cc3Cl)CC2)cs1 | 2% | 0.4 | i |
| Cc1noc(C)c1NC(=O)N(C)C[C@H]1OCc2cnnn2CCCC(=O)N([C@H](C)CO)C[C@@H]1C | -1% | 1.0 | i |
| CN(C(=O)COC(=O)c1cccs1)c1ccccc1 | 13% | 1.1 | i |
| COc1ccc(CCN(C)C(=O)COC(=O)/C=C/c2ccc(C)o2)cc1OC | 4% | 0.7 | i |
| Cc1c2c(cc3c1[nH]c1ccccc13)C=NCC2 | 18% | 19* | + |
| C[C@@H]1CCCCO[C@@H](CN(C)S(C)(=O)=O)[C@@H](C)CN([C@H](C)CO)C(=O)c2cc(N(C)C)ccc2O1 | 17% | 1.5 | i |
| O=C1CC(c2ccccc2)(c2ccccc2)c2ccccc21 | -2% | 0.5 | i |
| N#Cc1ccccc1COC(=O)c1ccc2c(c1)OCCO2 | 2% | 0.4 | i |
| Cc1ccc(S(=O)(=O)NCCC(=O)NCCc2ccccc2)cc1 | 6% | 0.8 | i |
| Cc1nc2n[nH]c(N)c2nc1C | 5% | 0.7 | i |
| CC(C)C(NC(=O)C1(NC(=O)OCc2ccccc2)CCCC1)C(=O)O (stereo unspecified) | 6% | 0.9 | i |
| COc1ccc(CN2C(CC(=O)Nc3cccnc3)c3ccc(C(F)(F)F)cc3S2(=O)=O)cc1 (stereo unspecified) | 8% | 2.0 | i |
| CC(C)(O)CN(C(=O)c1ccc([N+](=O)[O-])cc1)C1CCCC1 | 4% | 1.4 | i |
| CCCCCC(=O)N1C[C@@H](O)[C@H](n2cc(C3CC3)nn2)C[C@@H]1c1ccccc1 | 9% | 1.1 | i |
| CCOC(=O)C1=CN(Cc2cccc(Br)c2)S(=O)(=O)N(C)C1C (stereo unspecified) | 3% | 0.3 | i |
| C[C@@H]1CCCCO[C@@H](CN(C)Cc2ccc3c(c2)OCO3)[C@@H](C)CN([C@H](C)CO)C(=O)c2cc(N(C)C)ccc2O1 | 21% | 0.6 | i |
| O=C(NNC(=O)c1cccc2ccccc12)c1cccc(Br)c1 | 13% | 0.6 | i |
| CC(=O)OCC(=O)C1(O)CCC2C3CCC4C(OC(C)=O)C(=O)CCC4(C)C3C(=O)CC21C (stereo unspecified) | -2% | 0.7 | i |
| Cc1ccc([C@H]2C[C@H](n3cc(-c4ccc(F)cc4)nn3)[C@@H](O)CN2C(=O)c2cccs2)cc1 | 13% | 0.8 | i |
| CC(NC(=O)CN1C(=O)NC2(CCCCC2)C1=O)c1ccc(S(N)(=O)=O)cc1 (stereo unspecified) | -5% | 0.8 | i |
| N#CC(c1cccc([N+](=O)[O-])c1)C(CC(=O)c1ccccc1)c1ccccc1 (stereo unspecified) | 8% | 0.8 | i |
| COC(=O)Cc1c(-c2[nH]c3ccccc3c2CC(=O)OC)[nH]c2ccccc12 | 8% | 17* | + |
| CC(C)n1cc2c(N)ncnc2n1 | 7% | 0.9 | i |
| Cc1ccc(OCC(=O)N2CCc3ccccc3C2)cc1C | 2% | 0.5 | i |
| CC(Sc1nnc(C2CC2)n1-c1ccccc1)C(=O)N1CCNC1=O (stereo unspecified) | 3% | 0.8 | i |
| CC1CC(C)(C)CC2(C1)NC(=O)N(CC(=O)N1CCN(Cc3ccc(C#N)cc3)CC1)C2=O (stereo unspecified) | -2% | 0.8 | i |
| Cc1cccc(OCC(=O)NCC(c2ccco2)N2CCCC2)c1 (stereo unspecified) | 5% | 0.7 | i |
| CN1CCN(c2ccc3c(c2)C2CC3CCN2C(=O)OCc2ccccc2)CC1 (stereo unspecified) | 7% | 1.4 | i |
| CC(C)[C@H]1COCCS(=O)(=O)N1Cc1ccccc1-c1ccccc1 | 7% | 1.3 | i |
| CN(C(=O)c1ccc(NC(=O)Cc2cccc(NC(=O)C3CCN(C(=O)C4CCC4)CC3)c2)cc1)C1CC1 | 9% | 0.9 | i |
| C=CCCC(=O)N1C[C@H]2CON(C)[C@H]2C[C@H]1c1cccc(Br)c1 | 9% | 0.4 | i |
| Nc1cc(Cc2ccccc2)ccc1O | 18µM* | x | u |
| C[C@@H]1CN([C@@H](C)CO)C(=O)c2cc(Br)cnc2O[C@H]1CN(C)C(=O)Cc1cccnc1 | 11% | 1.2 | i |
| c1ccc2c(c1)ccn2CCCN1CCCCC1 | -4% | 1.1 | i |
| Cc1ccccc1-c1n[nH]nc1C1=CC(=O)C[C@H](c2ccc(F)cc2)C1 | 13% | 0.3 | i |
| Cc1cccc(C=CC(=O)c2ccccc2)c1 | 9% | 0.5 | i |
| CCOC(=O)c1c2c(n(Cc3ccccc3)c1C)C(=O)C(=O)c1ccccc1-2 | 4% | x | u |
| O=[N+]([O-])c1cccnc1C1OCCO1 | 7% | 1.1 | i |
| CON=C(C(=O)NC1C(=O)N2C(C(=O)O)=C(CSc3nc(=O)c(=O)[nH]n3C)CSC12)c1csc(N)n1 (stereo unspecified) | 23% | 1.9 | i |
| CC(C)CN(C(=O)c1cccs1)C1CCS(=O)(=O)C1 (stereo unspecified) | 6% | 0.6 | i |

From PubChem

An excerpt, so the mix of outcomes need not match the whole.
